# Screening data as filed in PubChem.
# Pol iota inh: qHTS for Inhibitors of Polymerase Iota; AID 588590, 2011; Potency, µM (highest dose often 115 µM), without a hit: top-dose activity, negative = inhibition, most hits filed as inhibitors; Pol iota fluorescent replication assay, 10 min; 1% of 390,000 active; also: potency is read from the fitted curve at half-maximal effect
#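 Pol iota at 10 nM preincubated 15 min with compounds at room temperature; reaction started with fluorescent substrate, 50 nM final. Fluorescence read kinetically at 0 and 10 min; buffer-only wells as negative control.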
# ERG-DNA inh: qHTS for Small Molecule Inhibitors of the ERG Ets/DNA interaction; Transcriptional regulator ERG (Homo sapiens), P11308; 0.028% of 370,000 active; fluorescence polarization, His-ERG Ets domain / labelled DNA; AID 624246, 2012; Potency, µM (series often up to 76.9 µM), for inactives: at the highest dose FP activity, negative = inhibition, usual class: inhibitors; active = well fitted inhibition curve with a large enough effect in the polarisation, with a control signal flat; inconclusive = small, poorly fitted or top-dose-only effect, or effect the other way, or a change in a side signal; inactive = no such curve, though single readings can be large or run the other way; the % refers to the polarisation;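 also: polarization taken with two DNA probes labelled with fluorescein and Texas red; potency is read from the fitted curve at half-maximal effect; % of control where 0% means no effect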
#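 His-tagged ERG Ets domain (1 uM in the protein solution; 300mM KCl, 50mM Tris-HCl, 1mM EDTA, 1mM DTT, pH 7.5) received compound, then a probe mix of 5 nM fluorescein-DNA and 100nM Texas-615-DNA. Fluorescence polarization was read for both dyes.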
# Pol kappa inh: qHTS for Inhibitors of Polymerase Kappa; DNA polymerase kappa (Homo sapiens), Q9UBT6; purified Pol kappa, fluorescent DNA synthesis assay, 10 min; Potency, µM (doses to about 107 µM), without a hit: at the top dose activity, negative = inhibition, actives largely listed as inhibitors; 0.53% of 400,000 active; AID 588579, 2011; also: potency is read from the fitted curve at half-maximal effect; % is scaled to controls: 0 for no effect and ±100 for the full control effect
#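 Inhibition of 10 nM Pol kappa is measured by a fluorescent read-out at 0 and 10 min following addition of 50 nM substrate (final), with a 15-min room-temperature compound preincubation.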
# TRHR ag: qHTS for Small Molecule Agonists and Allosteric Enhancers of Human TRH Receptor: Primary Screen for Agonists. 0.18% of 360,000 active. AID 493084, 2011. activation, % at 2 µM. TRHR cells, calcium flux fluo-8, FDSS agonist mode; in the data active = activation above about 30%; also: 0% is about no effect
# Target sequence (P34981 whole entry, looked up): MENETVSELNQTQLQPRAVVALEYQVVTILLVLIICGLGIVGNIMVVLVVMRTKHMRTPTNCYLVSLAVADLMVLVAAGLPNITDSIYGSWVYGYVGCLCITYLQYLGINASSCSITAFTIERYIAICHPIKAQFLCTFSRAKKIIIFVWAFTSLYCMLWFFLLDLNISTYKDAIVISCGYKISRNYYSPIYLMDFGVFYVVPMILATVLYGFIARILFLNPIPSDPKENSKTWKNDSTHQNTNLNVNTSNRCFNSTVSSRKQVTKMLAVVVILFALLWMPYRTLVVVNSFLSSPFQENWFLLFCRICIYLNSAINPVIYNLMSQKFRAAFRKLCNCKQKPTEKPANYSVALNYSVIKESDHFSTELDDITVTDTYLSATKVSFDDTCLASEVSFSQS
#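 Steps: seed TRHR cells overnight; add fluo-8 no-wash Ca dye, RT 30 min–1.5 h; record 10 s baseline; pin-transfer compounds; monitor fluorescence 1 cycle/s for the agonist window. Calcium increases flag candidate agonists.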
# ALOX12 inh: Primary qHTS assay for inhibitors of human arachidonate 12S-lipoxygenase (ALOX12): Round 2. Potency, µM (series often up to 108 µM), for inactives: at the top dose activity change, negative = inhibition, most hits filed as inhibitors. 1.1% of 580,000 active. purified 12hLO, xylenol orange hydroperoxide absorbance. Polyunsaturated fatty acid lipoxygenase ALOX12 (Homo sapiens), P18054; also: potency is read from the fitted curve at half-maximal effect; % is scaled to controls: 0 for no effect and ±100 for the full control effect
# Target sequence (P18054 whole entry, looked up): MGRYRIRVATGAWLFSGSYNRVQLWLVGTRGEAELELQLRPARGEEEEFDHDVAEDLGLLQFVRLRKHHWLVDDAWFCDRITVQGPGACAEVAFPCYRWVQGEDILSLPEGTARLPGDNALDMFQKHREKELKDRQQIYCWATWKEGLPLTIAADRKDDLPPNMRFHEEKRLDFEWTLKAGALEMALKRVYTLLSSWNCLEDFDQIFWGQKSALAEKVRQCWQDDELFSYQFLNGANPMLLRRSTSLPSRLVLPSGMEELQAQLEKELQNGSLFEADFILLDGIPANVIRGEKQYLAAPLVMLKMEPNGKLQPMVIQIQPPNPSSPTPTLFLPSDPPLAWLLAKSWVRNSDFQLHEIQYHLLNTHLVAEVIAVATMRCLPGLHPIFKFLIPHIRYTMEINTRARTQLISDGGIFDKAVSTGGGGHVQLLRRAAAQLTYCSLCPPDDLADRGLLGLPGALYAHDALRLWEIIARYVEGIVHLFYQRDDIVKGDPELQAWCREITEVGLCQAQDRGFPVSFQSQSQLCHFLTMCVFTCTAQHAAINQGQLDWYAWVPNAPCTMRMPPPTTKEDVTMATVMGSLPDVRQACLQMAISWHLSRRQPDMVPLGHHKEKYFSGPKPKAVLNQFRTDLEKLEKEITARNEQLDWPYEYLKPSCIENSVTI
#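 Purified human 12hLO at 150 nM in 25 mM Hepes, 0.01% Triton X-100, pH 7.0, preincubated 15 min at room temperature with compound. Reaction started with 40 uM arachidonic acid, 30 min at room temperature. Hydroperoxide measured by Fe-xylenol orange, 573/405 nm absorbance ratio.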
# Apoferritin bind: qHTS Assay for Identification of Novel General Anesthetics; Potency, µM (highest dose often 77.5 µM), without a hit: at the highest dose activity change, negative = displacement, most hits filed as inhibitors; 0.074% of 350,000 active; apoferritin/1-aminoanthracene competitive binding, fluorescence; also: potency is read from the fitted curve at half-maximal effect; % is scaled to controls: 0 for no effect and ±100 for the full control effect; nearly all actives have a fitted effect of over 20% in size
#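 10 uM apoferritin + 50% sat. 1-AMA, PBS; cpd 10 min RT; Ex380/Em535 endpoint; normalized to free probe vs complex; 4-param Hill fit; propofol titration as pos. ctrl.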
# BLM inh: qHTS Assay for Inhibitors of Bloom's syndrome helicase (BLM); RecQ-like DNA helicase BLM (Homo sapiens), P54132; AID 2528, 2010; 0.2% of 350,000 active; Potency, µM (doses to about 56.1 µM), inactives show top-dose activity change, negative = inhibition, hits mostly inhibitors; recombinant BLM DNA unwinding, fluorescence dequenching;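 also: potency is read from the fitted curve at half-maximal effect; plate controls were vehicle for no effect and no enzyme for full effect; nearly all actives have a fitted effect of over 35% in size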
# APEX1 inh: qHTS Assay for Inhibitors of the Human Apurinic/apyrimidinic Endonuclease 1 (APE1); recombinant APE1, TAMRA/BHQ-2 abasic DNA cleavage fluorescence; AID 2517, 2012; Potency, µM (series often up to 65.8 µM), for the others: top-dose activity change, negative = inhibition, hits mostly inhibitors; 0.35% of 350,000 active;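 also: potency is read from the fitted curve at half-maximal effect; plate controls were vehicle for no effect and reference inhibitor for full effect; nearly all actives have a fitted effect of over 55% in size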
#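 Compound pre-exposure to 0.75 nM APE1, 15 min at ambient temperature. Reaction initiated with 50 nM TAMRA/BHQ-2 THF substrate, read immediately in kinetic mode, 525 nm excitation, 598 nm emission.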
# Pol beta inh: qHTS Assay for Inhibitors of DNA Polymerase Beta | Pol beta primer extension/strand displacement, fluorescence kinetic | Potency, µM (top dose mostly 114 µM), for inactives: at the top dose activity change, negative = inhibition, actives largely listed as inhibitors | 1.3% of 340,000 active; also: potency is read from the fitted curve at half-maximal effect; % is scaled to controls: 0 for no effect and ±100 for the full control effect
#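 Pol beta (10 nM) was preincubated with compound for 15 min at room temperature. The reaction was then started with 50 nM substrate and read immediately and after a further 10 min at room temperature.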
# * marks the source's active call; other numbers are inactive results; ? = inconclusive; · = no result given; [ ] = dose if it differs, or a comment. Unless noted, calls follow the shape of the dose curve; as a rule, active = well fitted curve in the direction sought with a large enough effect; inconclusive = small, poorly fitted or top-dose-only effect, or another doubt; inactive = no such curve, though single readings can be large; an effect the other way counts as inactive or inconclusive. Only part of the results is shown; the hit share may differ from the screen's.
SMILES,Pol iota inh,ERG-DNA inh,Pol kappa inh,TRHR ag,ALOX12 inh,Apoferritin bind,BLM inh,APEX1 inh,Pol beta inh
COc1ccc(/C=N/NC(=O)c2cc(-c3ccc(C)cc3C)nc3ccccc23)cc1COC(C)=O,-6.8%,0.7%,-3.3%,-0.9,-14.2%,-22.6%,-2.9%,-2.0%,?
C=CCC[C@@H](Cc1ccc(F)cc1)C(=O)OCCNC(=O)[C@@H](CC=C)CC(=O)N[C@H](CO)Cc1ccccc1,10.5%,9.3%,-18.9%,·,-8.8%,·,·,-25.1%,·
O=C(/C=C/c1ccc(/C=C/C(=O)Nc2ccc(C3=NCCN3)cc2)cc1)Nc1ccc(C2=NCCN2)cc1,·,·,18.9µM*,·,·,43.8%[activator],?,31.6µM*,·
O=C1C2=C(c3ccccc31)[N+](=O)C1CCCCC1N2[O-] (stereo not given),?,-5.0%,-10.7%,-0.5,?,-14.7%,-1.0%,-7.8%,-0.4%
N/C(=N\OC(=O)CCn1cccc(C(F)(F)F)c1=O)c1ccc(OC(F)(F)F)cc1,5.2%,5.4%,7.1%,0.7,154.9%[activator],5.7%,-8.3%,13.8%,22.0%
Fc1ccc(CCNc2ncnc3[nH]ncc23)cc1,8.3%,10.3%,-3.8%,·,11.8%,·,·,·,·
O=C(O)CC(SCC(=O)Nc1ccc(Br)cc1)C(=O)O (stereo not given),25.4%,5.0%,-9.9%,-0.2,1.9%,2.7%,-10.7%,-1.3%,6.9%
COc1ccc(NC(=O)Cn2nnc(C(=O)NCCc3ccc(OC)c(OC)c3)c2N)cc1,-14.8%,1.8%,10.5%,0.6,4.0%,-7.3%,-3.0%,-6.3%,0.0%
Cc1cc(/C=C2/C(=O)NN(c3ccccc3)C2=O)c(C)n1-c1ccc(O)cc1,-8.9%,-8.4%,-11.9%,-0.1,-23.2%,-15.2%,-1.0%,-0.3%,8.5%
O=C(CCCn1cnc([N+](=O)[O-])n1)Nc1ccc(F)c(Cl)c1,52.3%[activator],-1.5%,-11.0%,-0.4,-16.8%,-5.0%,-0.8%,-2.9%,-1.5%
Cc1cc(Cl)c(S(=O)(=O)NC(C)C)cc1OCC(N)=O,10.2%,-4.7%,-14.3%,0.4,-7.3%,-2.9%,-3.3%,0.3%,34.1%
CC1(C)C2CCC1(C)C(OC(=O)CCn1ccnc1)C2 (stereo not given),1.1%,6.5%,-4.0%,0.2,60.4%[activator],?,-0.7%,-0.8%,-28.1%
CCCN(CCO)Cc1ccc(F)c(Br)c1,31.2%[activator],-5.5%,-3.4%,-0.3,?,-9.2%,-0.5%,-2.3%,-14.8%
COc1cc2c(cc1OC)C(C)N(Cc1ccc3c(c1)OCO3)CC2 (stereo not given),12.4%,19.1%,1.4%,-0.4,9.3%,-5.7%,-2.9%,-3.2%,9.1%
Cc1ccc(Cl)cc1NS(=O)(=O)c1ccc2c(c1)NC(=O)CCS2,7.2%,9.8%,2.2%,0.3,-28.0%,-9.6%,1.4%,·,34.4%
CC(C)C(C(=O)NCC1CCCO1)N(C(=O)CNS(=O)(=O)c1ccccc1)C1CCCCC1 (stereo not given),104.7%[activator],-0.7%,-12.5%,1.0,?,-2.2%,-4.0%,36.2%,22.7%
N#CCSc1ccsc1C(=O)Nc1ccc(F)cc1,26.2%,7.3%,-6.1%,-1.4,?,-11.5%,-1.4%,-0.7%,1.4%
CCN(CC(=O)Nc1c(F)cccc1F)C(=O)c1cccc(S(=O)(=O)N(C)c2ccccc2)c1,71.7%[activator],0.7%,-0.5%,-0.5,-10.8%,·,·,14.6%,·
Cc1ccccc1-c1nc2scc(CCNS(=O)(=O)c3ccccc3)n2n1,-7.8%,4.5%,-14.8%[60.1 µM],0.2,-23.3%,0.1%,-19.6%,·,-28.9%
CC(C)n1c(=S)[nH]c2cc(Cl)ccc21,?,-9.8%,-8.7%,-0.2,?,-9.7%,2.5%,0.2%,2.0%
Cc1ccc(NC(=O)Cc2ccccc2)c(C)c1,·,·,·,0.3,·,-20.2%,-3.6%,16.3%,23.9%
CC(C)CCNC(=O)NC(=O)COC(=O)CCN=C1NS(=O)(=O)c2ccccc21,7.2%,-4.1%,7.4%,0.9,3.1%,-10.2%,0.3%,?,22.9%
CC(=O)NNc1cc(C)nc(N)n1,105.4%[activator],-2.6%,-4.8%,-1.0,186.6%[activator],6.1%,2.5%,3.2%,8.0%
Cc1cc(S(=O)(=O)N2CCCC(C)C2)ccc1-n1cnnn1 (stereo not given),139.6%[activator],4.8%,0.7%,0.8,-23.6%,-12.5%,-0.2%,8.3%,20.3%
O=C(N/N=C\c1ccncc1)c1ccccc1O,-12.4%,-0.7%,-3.4%,0.4,-1.1%,-9.3%,-9.4%,0.5%,1.8%
SMILES,Pol iota inh,ERG-DNA inh,Pol kappa inh,TRHR ag,ALOX12 inh,Apoferritin bind,BLM inh,APEX1 inh,Pol beta inh
COc1cccc(OCC(=O)N2CCCc3ccccc32)c1,32.0%[activator],2.6%,-2.2%,0.3,-0.1%,-13.5%,-10.4%,39.2%[activator],-23.1%
CCc1ccc(NC(=O)CSc2nc(O)cc(=O)n2C2CCCC2)cc1,89.6%[activator],-0.6%,-1.2%,0.5,-17.0%,-7.7%,-1.4%,-3.9%,-22.9%
c1ccn2cc(-c3ccc4c(c3)OCO4)cc2c1,44.7µM*,2.9%,-35.5%,0.7,?,2.3%,-16.7%,0.7%,39.8µM*
COc1cccc(N(CC(=O)NCC2CCCO2)C(=O)CNS(=O)(=O)c2ccccc2)c1 (stereo not given),-23.4%,-1.4%,-19.5%,1.2,7.7%,-11.7%,0.6%,-0.7%,-0.3%
CCCN(CCC)C(=O)c1c[nH]c2ccc(S(=O)(=O)N(C)c3ccc(Cl)cc3)cc2c1=O,28.7%,-0.5%,-16.4%[60.1 µM],1.3,-23.6%,-0.5%,-1.6%,·,-16.8%
O=C(N/N=C/c1[nH]c2ccccc2c1Cl)c1cccc(Br)c1,14.4%,9.7%,-5.2%,0.8,?,22.4%,-2.6%,-8.3%,25.3%
O=C(CCC1N=C2c3ccccc3N=C(SCc3cccc(F)c3)N2C1=O)NC1CCCCC1 (stereo not given),1.5%,5.6%,-8.8%[60.1 µM],-1.0,-3.1%,-8.8%,1.0%,·,-14.9%
CCO/C(=C/c1sc2ccc(OC)cc2[n+]1CCCS(=O)(=O)[O-])CC,-16.0%,?,-12.8%,0.2,-21.9%,-2.4%,-1.1%,-4.9%,-1.0%
CCN(CC(=O)NCc1ccc(F)cc1)C(=O)/C=C/c1ccc(S(=O)(=O)N(CC)CC)cc1,74.8%[activator],-4.9%,-15.3%,0.8,-4.6%,0.5%,-0.7%,12.9%,0.2%
O=C1CSC(c2ccc(Cl)c(Cl)c2)N1c1nccs1 (stereo not given),-16.6%,-1.8%,-10.5%,1.6,?,·,·,15.7%,·
O=C(N/N=C/C=C/c1ccc([N+](=O)[O-])cc1)c1cccs1,?,3.9%,-15.5%,0.7,0.0%,-5.7%,-26.1%,-2.5%,7.08µM*
Cc1occc1C(=O)Nc1ccc2ccccc2c1,-10.1%,-2.2%,1.3%,0.7,38.8%[activator],?,-10.0%,7.5%,15.9%
CN(C)/C=C1\SC(=S)N(N2C(=O)C3C4C=CC(C4)C3C2=O)C1=O (stereo not given),74.3%[activator],21.8%,-16.2%,0.6,-23.1%,?,-1.3%,-1.3%,-0.1%
Cc1ccc(Nc2nc(C(=O)NCCCN3CCOCC3)cs2)cc1,9.5%,-6.2%,-18.0%,3.1,0.0%,-18.7%,-3.1%,17.1%,13.8%
COC(=O)Cn1cnc2sc3c(c2c1=O)CCCC3,85.9%[activator],9.2%,0.6%,-0.4,-9.0%,?,-4.9%,1.3%,1.2%
C=CCNCCOCCOc1ccc(C)cc1Br,3.3%,10.8%,1.4%,1.0,?,-14.1%,-8.5%,4.3%,13.1%
O=S(=O)(c1cccc(F)c1)N1CCc2sccc2C1c1ccc(OC(F)(F)F)cc1 (stereo not given),116.2%[activator],3.6%,-4.8%,5.6,179.8%[activator],12.4%,-12.8%,14.7%,29.5%
CCN(CC(=O)Nc1ccc2c(c1)OCCO2)C(=O)/C=C/c1ccccc1,44.5%[activator],9.1%,-7.6%,-0.6,-4.2%,-13.4%,1.6%,-2.2%,3.4%
N#CCSc1nnc(-c2cccnc2)n1-c1ccccc1,14.4%,-9.4%,-15.3%,0.9,-17.4%,-8.3%,-1.3%,10.7%,-1.0%
